# Screening data as filed in PubChem BioAssay.
# hgDAF12 agonist: agonists of H. glycines DAF-12 nuclear receptor. HEK293 GAL4-hgDAF12 UAS-luciferase reporter, agonist luminescence; normalized to butyrate control. activation, % at 6.8 µM. 1.8% of 370,000 active;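 active = activation above a cutoff set at the mean of all screened compounds plus 3 SD, cut at about 10% in these data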;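 also: 0% = DMSO wells and 100% = sodium butyrate wells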
# ADAM17 inh: ADAM17 inhibition, QFRET primary screen; recombinant ADAM17, EDANS/DABCYL FRET peptide cleavage; AID 720648; 0.83% of 370,000 active; P78536; inhibition, % at 6.95 µM;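 active = inhibition above the mean of compounds lying between control limits plus 3 SD, set per campaign, cut at about 8.5% in these data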;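 also: 0% = DMSO-only wells as the low control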
# ADAM10 inh: inhibits human ADAM10; O14672; recombinant ADAM10, EDANS/DABCYL FRET peptide cleavage, 3 h; inhibition, % at 7 µM; 0.62% of 370,000 active; AID 720582;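 active = inhibition above a per-campaign cutoff equal to the mean of compounds falling between control-based bounds plus 3 SD, cut at about 20% in these data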;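 also: 0% = DMSO wells while the 100% control is not disclosed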
# Target sequence (O14672 214-748 limits assumed): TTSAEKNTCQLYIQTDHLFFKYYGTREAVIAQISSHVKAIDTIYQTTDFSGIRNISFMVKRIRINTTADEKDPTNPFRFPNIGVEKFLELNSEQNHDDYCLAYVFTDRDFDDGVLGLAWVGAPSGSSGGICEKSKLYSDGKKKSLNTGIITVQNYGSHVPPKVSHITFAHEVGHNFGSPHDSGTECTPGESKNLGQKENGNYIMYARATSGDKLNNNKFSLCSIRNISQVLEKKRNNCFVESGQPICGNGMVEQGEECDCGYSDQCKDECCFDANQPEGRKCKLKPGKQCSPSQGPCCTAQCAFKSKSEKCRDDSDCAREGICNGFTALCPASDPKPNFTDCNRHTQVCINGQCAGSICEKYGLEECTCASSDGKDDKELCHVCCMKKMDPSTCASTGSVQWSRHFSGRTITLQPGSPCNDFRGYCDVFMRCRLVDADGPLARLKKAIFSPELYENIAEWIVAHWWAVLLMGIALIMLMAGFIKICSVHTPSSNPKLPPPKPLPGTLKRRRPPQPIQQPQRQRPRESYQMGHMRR
# ssDAF-12 act: S. stercoralis DAF-12 activation, primary screen; HEK293 ssDAF-12/GRIP1 lit1-tk-luc reporter, luminescence; % of 3 µM dafachronic acid response; activation, % at 6.8 µM; 1% of 370,000 active; AID 652126;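 active = activation above the mean over all tested compounds plus 3 SD, cut at about 0.9% in these data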;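 also: 0% = DMSO-only wells and 100% = 3 µM delta7-dafachronic acid wells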
# PG9 Ab binder: PG9 antibody binding by small molecule. 0.43% of 360,000 active. TR-FRET gp120-PG9 antibody binding. inhibition, % at 6.7 µM; in the data active = inhibition above about 8.5%
# SMARCA2 activ: activators of SMARCA2 function | MG213 cells, MMTV-luciferase reporter, dexamethasone, overnight | activation, % at 9.1 µM | 1% of 370,000 active | AID 652017; in the data active = activation above about 7.8%;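 also: 0% = vehicle wells and 100% = reference activator wells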
# NPR1 activator: GC-A (human) enzyme activation; HEK293 GC-A cells, cGMP TR-FRET, EC30 ANP; 0% at EC30 ANP, 100% saturating ANP; activation, % at 10 µM; 0.14% of 370,000 active; AID 1671463; in the data active = activation above about 40%
# DAX1 inh-1: inhibits human nuclear receptor DAX1. P51843. AID 504766. HEK293 Gal4-DAX1 luciferase reporter, luminescence. inhibition, % at 6.75 µM. 0.99% of 340,000 active;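 active = inhibition above the mean over all tested compounds plus 3 SD, cut at about 4.2% in these data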;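 also: 0% = DAX1-transfected cells with DMSO and 100% = empty-vector control cells with DMSO; inhibition shows as a rise in luminescence from relieved DAX1 repression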
# Target sequence (P51843 207-470 limits assumed): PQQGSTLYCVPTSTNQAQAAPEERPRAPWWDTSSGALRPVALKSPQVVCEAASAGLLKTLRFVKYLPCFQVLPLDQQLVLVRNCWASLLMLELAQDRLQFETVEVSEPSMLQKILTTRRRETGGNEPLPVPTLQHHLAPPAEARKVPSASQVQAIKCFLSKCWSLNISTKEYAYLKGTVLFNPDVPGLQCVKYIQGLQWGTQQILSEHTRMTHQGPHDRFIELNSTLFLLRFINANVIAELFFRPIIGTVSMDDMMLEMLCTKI
# hcDAF-12 act: activators of H. contortus DAF-12 nuclear receptor. HEK293 hcDAF-12 lit1-tk-luc reporter, luminescence; 0% DMSO, 100% Δ7-dafachronic acid. activation, % at 6.8 µM. 1.4% of 370,000 active;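 active = activation above the mean of all tested compounds plus 3 SD, cut at about 5.5% in these data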;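 also: 100% = response to 3 µM Δ7-dafachronic acid high control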
# DAX1 inh-2: blocks DAX1 repression of SF-1 activated StAR promoter | 1.1% of 370,000 active | AID 652010 | inhibition, % at 6.8 µM | HEK293T StAR-luciferase reporter, SF-1/DAX-1 repression relief;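 active = inhibition above the mean over all tested compounds plus 3 SD, cut at about 3.6% in these data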;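 also: 0% = DAX-1 cells with DMSO and 100% = cells lacking DAX-1 with DMSO; higher inhibition means more luminescence from relief of DAX-1 repression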
# GAA850 FXN act: increases GAA850 frataxin promoter reporter activity | activation, % at 6 µM | 0.56% of 360,000 active | HEK293 lucGAA850 FXN promoter luciferase reporter, 24 h; percent of 10 µM SAHA response | AID 540364;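 active = activation above the average of all compounds screened plus 3 SD, cutoff fixed separately per campaign, cut at about 7.5% in these data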;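 also: 0% = DMSO wells and 100% = 10 µM SAHA wells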
# * marks the source's active call; other numbers are inactive results; · = no result given.
Compound	hgDAF12 agonist	ADAM17 inh	ADAM10 inh	ssDAF-12 act	PG9 Ab binder	SMARCA2 activ	NPR1 activator	DAX1 inh-1	hcDAF-12 act	DAX1 inh-2	GAA850 FXN act
COc1ccc(C(=O)NCC2CCCCC2)cc1S(=O)(=O)N1CCOCC1	4.5	0	-4	-0.8	-0.6	0	-1	-1.8	0.4	-0.4	-0.1
COc1ccc(NC(=O)CSc2nc(C(C)C)nc3c2c(=O)n(C)c(=O)n3C)c(OC)c1	-2.3	-2	-16	-1.3	-2.1	-1	-4	-0.2	-0.7	-2.6	-1.0
Clc1ccccc1CN(Cc1ccccc1)C(c1cccs1)c1nnnn1C1CCCC1 (stereo not given)	-2.9	-4	0	-1.3	1.1	-4	-13	-0.7	-2.0	-0.9	3.2
O=C(N/C(=C\c1ccco1)C(=O)N1CCOCC1)c1ccccc1Cl	-0.7	-5	-20	-1.3	-0.5	1	-4	-0.9	-0.2	0.2	1.6
COc1ccc(CCNC(=O)c2c(C)nn(CC(C)C)c2Cl)cc1OC	-0.8	4	1	-1.0	-1.5	-2	-3	0.4	-0.5	-0.5	1.7
O=C(CCc1ccccc1)NC(=S)NCc1ccco1	2.7	-3	-2	-1.6	1.0	-1	3	0.1	-0.5	0.1	-0.8
Cc1cc(C(=O)CCC(=O)Nc2ncccc2O)c(C)s1	0.9	2	1	-0.4	-2.7	-2	0	0.3	0.3	3.3	-2.0
CCOC(=O)c1ccc(NC(=O)Cn2cnc3cc(C)c(C)cc32)cc1	-6.6	-5	0	-2.1	-1.3	-6	-1	-4.3	-2.6	-1.9	-3.6
O=c1[nH]c2ccc(NC(=S)Nc3ccccc3Cl)cc2[nH]1	2.9	-2	-8	-0.6	-4.9	1	0	-0.3	0.3	-0.2	1.2
CCc1ccccc1NC(=O)CN(C)C(=O)COC(=O)c1c(Cl)cccc1Cl	-1.3	-5	-1	-0.5	2.1	0	2	0.7	-2.4	-1.6	2.1
CCN(CC)c1cc(Oc2ccccc2)ncn1	2.1	-1	-2	-0.4	-1.6	0	3	-0.4	2.2	0.3	3.9
O=C(COC(=O)CCC(=O)c1cccs1)NCc1ccco1	-1.1	-2	3	-1.2	0.1	1	-1	1.3	0.5	0.3	-2.1
COc1ccc(CCCc2nnc(SCC(=O)Nc3nccs3)n2C)cc1C	0.1	-1	2	-0.8	-0.5	-3	-6	-0.3	-1.5	-0.6	0.9
Cc1c(C(N)=O)sc2ncn(CCOc3ccccc3)c(=O)c12	3.8	-7	3	-2.1	-1.1	0	-3	-0.1	-0.8	1.1	0.2
COc1ccc(/C=N/NC(=O)C(N)=O)c(OC)c1OC	-0.6	-3	-5	-0.5	-1.2	2	-2	-0.8	-1.6	-0.1	1.7
COc1cccc(C(C(=O)NC2CCCCC2)N(CC2CCCO2)C(=O)CNC(=O)c2ccco2)c1 (stereo not given)	-2.4	-5	-9	-0.5	-1.2	-1	-4	-1.0	0.0	0.3	-2.5
CC(C)Nc1nc(NC(C)C)nc(N(C)N)n1	-4.7	-4	-5	-1.5	-0.6	-3	5	-1.2	-3.3	-0.3	2.5
Cc1ccc2c(c1)N(C(=O)CCC(=O)N1CCc3ccccc3C1)CCO2	-0.6	0	3	-0.1	-0.4	-2	-3	-0.3	-1.0	-0.1	-0.2
CC(C)Cc1ccc(C(C)C(=O)Nc2ccc(O)cc2)cc1 (stereo not given)	-4.1	5	21*	-2.2	-0.2	-3	-2	-2.2	-0.5	-1.5	1.1
C=CCn1c(SCC(=O)Nc2ccc3c(c2)CCC3)nnc1-c1cccs1	-3.6	-2	6	-1.4	1.7	-4	-3	-1.1	-2.3	-1.3	-0.2
Cc1cccc(-n2c(-c3ccco3)n[nH]c2=S)c1	-0.8	-2	-3	-0.6	14*	2	9	2.2	-0.6	-0.2	1.1
C=CCc1cccc2cc(C(=O)NNC(=O)c3ccncc3)c(=O)oc12	-1.5	-4	-7	-1.8	-1.6	-2	0	0.8	-0.9	0.1	0.2
CCCN1C(=O)/C(=C/c2cc(C)n(C)c2C)SC1=Nc1ccc(OCC)cc1	2.2	-1	-2	-1.4	-0.7	2	0	-1.0	-0.7	-0.3	4.3
COc1ccc(NC(=O)c2sc3ncn(CC(=O)N4CCN(c5ccccn5)CC4)c(=O)c3c2C)c(OC)c1	2.1	-1	2	-0.1	0.5	6	-2	0.4	-0.9	-0.2	-0.9
CCCCCN(C(=O)CCC(=O)OCC(=O)N1CCCCC1)c1c(N)n(CCCC)c(=O)[nH]c1=O	-2.0	-6	-12	-0.8	3.0	-2	4	0.3	-1.1	-0.4	-0.3
O=C(O)CCCC1(C(=O)O)CCCC1	-2.2	-1	-4	-1.4	-1.9	1	3	0.1	-0.9	-0.1	0.6
O=[N+]([O-])c1ccccc1S(=O)(=O)N1CCN(C2CCCC2)CC1	-2.4	3	-16	-1.1	-0.2	-4	-1	0.7	-2.0	-0.6	1.9
Cn1ncc([N+](=O)[O-])c1C(=O)Nc1ccccc1C(=O)O	-2.7	-4	2	-1.5	0.4	-2	3	-1.4	0.6	-0.1	1.3
COc1ccc(CN(C)C(=O)c2cc(S(=O)(=O)N3CCOCC3)ccc2N2CCCC2)cc1	0.4	1	-3	-0.8	-0.9	-3	2	0.6	-1.5	-0.4	2.3
CCOC(=O)N1CCC(N2Cc3cccc(C(=O)Nc4cc(F)ccc4F)c3C2=O)CC1	-3.0	-2	-1	-0.6	-1.4	-1	4	2.1	1.2	0.3	-0.3
CC1(C(=O)Nc2ccc3c(c2)OCCO3)CN(S(C)(=O)=O)CC(=O)N1Cc1cccc(F)c1 (stereo not given)	-4.4	-6	-15	-1.1	-1.1	0	4	·	-1.2	1.1	·
Cc1cc2cc(CNC(=S)Nc3ccc(OC(F)(F)F)cc3)ccc2[nH]1	-4.4	0	-4	-1.5	0.3	-4	1	-0.1	-0.3	-0.5	-0.6
CN(Cc1ccccc1)C(=O)COC(=O)c1ccc(Br)o1	-2.0	-3	-14	-1.2	1.8	-3	3	0.8	-1.1	-0.9	1.0
Cc1cc(=O)oc2cc(OC(C)C(=O)NCCCn3ccnc3)ccc12 (stereo not given)	0.6	-18	-49	-1.3	0.3	-3	0	0.5	-0.3	1.8	3.0
C[C@H](NC(=O)C1CCN(C(=O)[C@H](Cc2ccccc2)NC(=O)OC(C)(C)C)CC1)C(=O)O	3.3	-6	6	-1.3	-0.6	-3	2	2.6	2.6	-0.1	0.4
CSc1ccccc1NC(=O)C1(C)CCN1C(=O)CCC1CCCC1 (stereo not given)	3.1	0	4	-1.5	-2.3	-2	-4	·	-0.6	1.2	0.4
Nc1ccc(Oc2ccccc2F)nc1	2.2	-3	-8	-0.2	-1.4	1	1	-0.6	-1.7	-0.5	1.2
O=S1OCCN1c1ccccc1 (stereo not given)	0.2	0	-2	-0.9	-2.5	2	3	-0.6	-0.6	-0.1	1.4
CCn1c(COC(=O)CNC(=O)c2ccccc2)nc2cc(S(=O)(=O)N(C)C)ccc21	-0.7	-5	-4	-1.6	1.6	-3	4	0.1	0.4	0.7	-1.8
CCC(C)N1C(=S)SC(C)(C)C1N(O)C(=O)NC1CCCCC1 (stereo not given)	2.4	-3	5	-1.4	-1.3	3	-1	0.6	-1.8	-0.1	0.2
CCc1c(C)sc(NC(=O)c2cc(-c3ccc(OC)c(OC)c3)on2)c1C#N	1.8	-1	1	-1.1	-0.7	-2	0	-0.6	0.1	-0.6	-0.6
CC1CCN(CC(=O)Nc2nn(-c3ccccc3)nc2C(N)=O)CC1	2.8	-1	6	-0.2	-0.9	0	-1	-0.7	-0.8	0.0	2.1
CC1=NN(c2nc(-c3ccc(C)cc3)cs2)C(=O)C1N=Nc1cccc(O)c1 (stereo not given)	-2.5	0	-1	-0.6	0.5	1	-7	-0.8	-0.6	0.5	0.8
CN1CCN(c2ccccc2NC(=O)c2ccc(-c3ccccc3)cc2)CC1	1.0	3	7	-1.3	-2.7	1	-1	-0.3	-0.5	-1.0	-0.1
O=C(COC(=O)c1cc(S(=O)(=O)N2CCOCC2)ccc1O)NCCc1ccccc1	-0.8	-16	-41	-1.2	0.7	0	3	0.5	-0.4	-0.7	-0.8
C[C@H]1CN([C@@H](C)CO)C(=O)CCCn2cc(nn2)CO[C@@H]1CN(C)C(=O)c1ccc2ccn(C)c2c1	-3.0	-4	-13	-1.1	0.1	4	4	·	0.5	0.4	·
FC(F)(F)c1cc(-c2ccco2)nc(-n2nnc3ccccc32)n1	3.0	6	-3	-1.1	-3.3	-3	-2	0.2	-0.7	0.0	0.1
CCN1C(=O)CC(SC2CC(=O)N(CC)C2=O)C1=O (stereo not given)	-1.0	-6	-9	-1.4	0.7	-4	3	-0.2	2.5	0.0	1.5
CN(C)CCN(Cc1ccccc1)C(=O)[C@H](Cc1ccccc1)N1C(=O)c2ccccc2C1=O	0.8	1	-8	-0.3	0.1	-4	-7	0.5	1.2	0.2	2.0
CCOc1ccc(Cl)cc1S(=O)(=O)N1CCC(C(=O)NCc2cccnc2)CC1	2.0	3	3	-0.6	-0.1	-1	1	-0.6	-0.8	-0.3	-0.2

# (further entries)
Compound	hgDAF12 agonist	ADAM17 inh	ADAM10 inh	ssDAF-12 act	PG9 Ab binder	SMARCA2 activ	NPR1 activator	DAX1 inh-1	hcDAF-12 act	DAX1 inh-2	GAA850 FXN act
CCCOc1ccccc1NS(=O)(=O)c1ccc2[nH]c(=O)[nH]c2c1	2.3	-1	1	-0.7	-1.5	7	0	-1.2	1.3	-0.5	-0.5
Cc1cc(C)cc(NC(=O)CCC(=O)Nc2nnc(C(F)(F)F)s2)c1	-0.4	-3	1	-1.3	1.0	-1	-2	0.1	-2.0	0.4	0.4
Nc1nnc2cc(Cl)ccc2n1	5.6	-4	-18	-0.6	-1.1	-3	1	-0.4	-0.9	-0.6	1.4
COc1cccc(C(C)(O)c2nc(-c3ccc4c(c3)OCO4)cs2)c1 (stereo not given)	-2.5	5	15	-1.8	0.2	-7	0	·	-2.4	-2.2	-0.8
COC(=O)[C@@]12C[C@@H](CC(=O)N3CCC(c4ccccc4)CC3)C(=O)N(CCc3ccc(OC)c(OC)c3)C1=CCC(C)(C)C2	-1.8	5	10	-1.3	-2.1	-3	-4	·	0.2	-1.5	·
CC(=O)c1ccc(N2CCN(S(=O)(=O)c3ccc4c(c3)C(Cl)(Cl)C(=O)N4)CC2)cc1	-2.1	-6	-17	-1.2	-1.4	10*	-11	·	-0.7	0.6	-2.2
Cc1cc(CSc2ccc(Cl)cc2)ccc1N	3.1	9.7*	3	-0.5	2.8	0	13	1.9	1.5	0.5	0.6
CCc1nc2ccc(C(=O)NCCCN(C)C)cn2c1N(C)Cc1ccc(OC)cc1	0.5	-2	-7	-1.0	1.2	-2	-2	·	-0.4	1.4	1.1
